Screens deposited in PubChem by National Center for Advancing Translational Sciences (NCATS).
Glioma ERSR ind – inducers of ER stress response in human glioma cells; U87-MG GRP78 promoter luciferase reporter, 16 h; Potency, µM, inactives show top-dose activation, actives largely listed as activators; 420,000 compounds, 0.02% hits; also: potency is read from the fitted curve at half-maximal effect; series mostly up to about 76 µM; % of control where 0% means no effect; nearly all actives have a fitted effect of over 35% in size
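Stably transfected U87-MG glioma cells carrying a GRP78-based luciferase sensor; 16 h compound incubation. Luminescence end-point read 10 min after Bright-Glo addition at room temperature.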
Vif-APOBEC3F blk – blocks the Vif interaction with APOBEC3F | 390,000 compounds, 0.2% hits | HeLa A3F-eYFP + Vif (tagged APOBEC3F with the HIV-1 protein that degrades it), YFP fluorescence increase | Potency, µM (series often up to 46.1 µM), for inactives: top-dose activity, negative = active; also: potency is read from the fitted curve at half-maximal effect; % of control where 0% means no effect; nearly all actives have a fitted effect of over 65% in size
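Fluorescence increase (Ex 488/Em 500-530) after overnight compound treatment at 37 deg C flags inhibition of Vif-driven A3F-eYFP loss in stable HeLa A3F-eYFP/Vif cells seeded overnight beforehand.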
ERG-DNA inh – blocks human ERG Ets domain binding to DNA; P11308; fluorescence polarization, His-ERG Ets domain / labelled DNA; Potency, µM (doses to about 76.9 µM), without a hit: at the highest dose FP activity, negative = inhibition, usual class: inhibitors; 370,000 compounds, 0.028% hits; AID 624246; active = well fitted inhibition curve with a large enough effect in the polarisation, with a control signal flat; inconclusive = small, poorly fitted or top-dose-only effect, or effect the other way, or a change in a side signal; inactive = no such curve, though single readings can be large or run the other way; the % refers to the polarisation;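 also: polarization taken with two DNA probes labelled with fluorescein and Texas red; potency is read from the fitted curve at half-maximal effect; % of control where 0% means no effect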
Target sequence (P11308 whole entry, looked up, the tested form may be a part): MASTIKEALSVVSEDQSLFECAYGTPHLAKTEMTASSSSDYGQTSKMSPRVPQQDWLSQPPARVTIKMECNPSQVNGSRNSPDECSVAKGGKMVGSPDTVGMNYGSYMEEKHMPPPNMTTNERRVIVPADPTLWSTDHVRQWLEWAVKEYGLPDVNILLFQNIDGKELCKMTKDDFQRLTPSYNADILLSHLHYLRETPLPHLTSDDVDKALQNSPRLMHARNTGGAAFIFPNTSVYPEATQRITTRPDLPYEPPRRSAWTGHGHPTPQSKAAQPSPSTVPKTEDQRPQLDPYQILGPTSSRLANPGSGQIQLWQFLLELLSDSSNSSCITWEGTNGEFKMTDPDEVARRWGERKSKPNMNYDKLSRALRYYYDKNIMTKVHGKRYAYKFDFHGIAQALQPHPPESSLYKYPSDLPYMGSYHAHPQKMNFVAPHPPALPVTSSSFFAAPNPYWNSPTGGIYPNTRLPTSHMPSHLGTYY
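His-tagged ERG Ets domain (1 uM in the protein solution; 300mM KCl, 50mM Tris-HCl, 1mM EDTA, 1mM DTT, pH 7.5) received compound, then a probe mix of 5 nM fluorescein-DNA and 100nM Texas-615-DNA. Fluorescence polarization was read for both dyes.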
ALOX12 inh – inhibitors of human 12S-lipoxygenase ALOX12 | 580,000 compounds, 1.1% hits | P18054 | purified 12hLO, xylenol orange hydroperoxide absorbance | AID 1671190 | Potency, µM (top dose mostly 108 µM), without a hit: top-dose activity change, negative = inhibition, hits mostly inhibitors; also: potency is read from the fitted curve at half-maximal effect; % is scaled to controls: 0 for no effect and ±100 for the full control effect
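Purified human 12hLO (150 nM final) in 25 mM Hepes, 0.01% Triton X-100, pH 7.0 was preincubated 15 min at room temperature with compound. Then 40 uM arachidonic acid was added, 30 min. Hydroperoxide was read by Fe-XO absorbance ratio 573/405 nm.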
D2 antag – D2 dopamine receptor (human) antagonism. P14416. AID 485344. HEK293 TREx D2 cells, calcium flux, dopamine EC80. 340,000 compounds, 2% hits. inhibition, % at 10 µM; in the data active = inhibition above about 30%; also: 0% is about no effect
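Antagonism is scored as inhibition of an EC80 dopamine-evoked calcium signal in a force-coupled, tetracycline-inducible HEK293 T-REx D2 line, with compound present 180 s before agonist.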
LDHA inh – blocks human lactate dehydrogenase A; purified LDHA, NADH/diaphorase-resazurin fluorescence; active compounds read low; activity change, % (values are at about 110 or 230 µM); 480,000 compounds, 0.15% hits; in the data active = activity change below about -30%; inconclusive = mostly about -25% to -30%;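 also: plate controls were DMSO wells for no effect and wells without enzyme for full effect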
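Human LDH5 at 2 nM final in Tris HCl pH 7.4 with 0.06 mM NADH and 0.2 mM pyruvate, reacted 5 minutes at room temperature. Remaining NADH coupled via diaphorase/resazurin; resorufin fluorescence read at 0 and 20 minutes, normalized to enzyme-free and DMSO wells.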
RGS4 inh – human RGS4 inhibition; Transcreener GDP fluorescence polarization, RGS4-accelerated GTP hydrolysis; P49798; Potency, µM (highest dose often 114 µM), inactives show at the top dose activity change, negative = inhibition, most hits filed as inhibitors; 390,000 compounds, 0.039% hits; AID 504845; also: potency is read from the fitted curve at half-maximal effect; % is scaled to controls: 0 for no effect and ±100 for the full control effect; nearly all actives have a fitted effect of over 75% in size; some results filed as inactive show a strong effect at the top dose
Target sequence (P49798 whole entry, looked up): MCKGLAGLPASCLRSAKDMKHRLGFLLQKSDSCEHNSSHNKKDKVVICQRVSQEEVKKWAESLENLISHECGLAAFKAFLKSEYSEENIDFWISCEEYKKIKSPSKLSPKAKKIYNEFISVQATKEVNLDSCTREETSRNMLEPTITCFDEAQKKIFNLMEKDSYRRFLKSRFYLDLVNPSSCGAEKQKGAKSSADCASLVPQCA
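MLSMR compounds (23 nl, pin-transferred) preincubated 10 min at room temperature with a 500nM (2x) first reagent, then RGS4 at 900nM (2x) plus Transcreener GDP mix added; fluorescence polarization (620/688 nm) read before and after 90 min at 30 °C.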
Vif-A3G inh – blocks the Vif interaction with human APOBEC3G. Q9HC16. HeLa A3G-eYFP + Vif (tagged APOBEC3G with the HIV-1 protein that degrades it), YFP fluorescence, overnight. Potency, µM (titrated, usually from 46.1 µM), without a hit: top-dose activity, negative = active, actives largely listed as inhibitors. 410,000 compounds, 0.076% hits. AID 602310;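 also: potency is read from the fitted curve at half-maximal effect; % is scaled to controls: 0 for no effect and ±100 for the full control effect; nearly all actives have a fitted effect of over 60% in size; hits raise eYFP signal because A3G escapes Vif-driven loss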
Target sequence (Q9HC16 whole entry, looked up): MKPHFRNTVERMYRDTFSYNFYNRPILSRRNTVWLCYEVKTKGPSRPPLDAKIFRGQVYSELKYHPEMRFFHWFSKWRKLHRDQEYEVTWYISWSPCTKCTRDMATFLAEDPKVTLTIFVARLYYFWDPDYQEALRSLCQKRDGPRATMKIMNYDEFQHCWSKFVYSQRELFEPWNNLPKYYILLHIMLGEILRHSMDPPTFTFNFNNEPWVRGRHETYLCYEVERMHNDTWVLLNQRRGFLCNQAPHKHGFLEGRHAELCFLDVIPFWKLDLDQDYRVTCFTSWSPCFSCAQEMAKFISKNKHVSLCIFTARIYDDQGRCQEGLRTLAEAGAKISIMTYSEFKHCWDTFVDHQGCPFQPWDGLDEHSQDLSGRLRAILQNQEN
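Read-out is eYFP fluorescence (Ex 488/Em 500-530) from Vif-expressing HeLa A3G-eYFP cells; more signal means A3G escaped Vif-mediated degradation. Cells plated overnight, compound pinned in, incubated overnight at 37 deg C.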
D2 ag – D2 dopamine receptor (human) agonism; P14416; HEK293 T-REx D2 cells, calcium flux agonist mode; activation, % at 2 µM; 340,000 compounds, 0.53% hits;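 active = activation over 3 SD above normal in the single-dose calcium agonist read, cut at about 30% in these data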; also: 0% is about no effect
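HEK293 Trex D2 cells, tetracycline-induced, o/n 30 C 5% CO2; no-wash Ca dye, RT 30–90 min; 10-cycle baseline, 23 nl cpd added, kinetic Ca read 180 s; agonist hits = positive Ca response.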
* hit, by the source's call; ? = inconclusive; · = not tested or not shown; & = joins results of further samples; [ ] = remark or other dose. Unless noted, calls follow the shape of the dose curve; as a rule, active = well fitted curve in the direction sought with a large enough effect; inconclusive = small, poorly fitted or top-dose-only effect, or another doubt; inactive = no such curve, though single readings can be large; an effect the other way counts as inactive or inconclusive. Not all compounds are listed, so the mix of outcomes need not match the whole.

Below each compound: LDHA inh	ALOX12 inh	Glioma ERSR ind	D2 ag	RGS4 inh	ERG-DNA inh	D2 antag	Vif-APOBEC3F blk	Vif-A3G inh
[1] CC(C)NC(=S)Nc1c(N)[nH]c(=O)[nH]c1=O
→ 0	?	1%	0.5	-7%	-3%	5	-11%	0%
[2] S=C(NCCCN(Cc1ccc(Cl)cc1)c1ccc(-c2ccccc2)cn1)NCCCN(Cc1ccc(Cl)cc1)c1ccc(-c2ccccc2)cn1
→ -2	·	-8%	·	-17%	·	·	·	-1%
[3] Cc1cc(C)c(Nc2n[nH]c(=S)s2)cc1C
→ -1	28µM*	-2%	·	·	·	·	1%	-1%
[4] NC(=O)C1(N2CCCCC2)CCN(C(=O)CCCn2c(=O)[nH]c3ccsc3c2=O)CC1
→ -6	12%	0%	-0.7	16%	2%	5	2%	2%
[5] CC(=O)N(CCc1ccccc1)Cc1cc2cc(C)ccc2[nH]c1=O
→ -1	0%	-5%	0.7	-15%	10%	12	5%	-1%
[6] Cc1c(CNC2CCCCCC2)c(C(=O)O)c(C)n1Cc1c(F)cccc1Cl
→ -5	?	-2%	0.1	3%	7%	·	-4%	1%
[7] C[C@H](CO)N1C[C@H](C)[C@@H](CN(C)S(=O)(=O)c2ccc(F)cc2)Oc2ccc(NC(=O)CCN3CCOCC3)cc2C1=O
→ 0	-11%	2%	·	-17%	-3%	·	-1%	-5%
[8] Cc1ccc(NC(=O)c2oc3ccc(S(=O)(=O)N4CCC5(CC4)OCCO5)cc3c2C)cc1C
→ -8&-1	-5%&-29%	-2%&0%	0.6	-1%&0%	-8%&6%	·	-19%&-2%	3%&0%
[9] Cc1cc(C)n2nc(SCc3cccc(F)c3)nc2n1
→ -1	?	-5%	0.2	-2%	9%	-18	-29%	0%
[10] CC(=O)Nc1ccc(-c2ccnc3c2CC(C(=O)NCCc2ccccc2)O3)cc1 (stereo not drawn)
→ -6	-1%	1%	·	·	·	·	·	-6%
[11] CC(=O)c1ccc(N2CCN(C(=O)C3CCN(S(=O)(=O)Cc4ccccc4)CC3)CC2)cc1
→ 1	-1%	-8%	0.5	-53%	-6%	9	-8%	1%
[12] O=C(C[C@@H]1C/C=C\C[C@H](Cc2ccc(F)cc2)C(=O)OC[C@H]2CCCN2C1=O)NCCO
→ 3	-4%	-3%	·	-4%	-12%	·	-3%	-1%
[13] Cc1cc(NC(=O)c2ccc(NC(=O)CCS(=O)(=O)c3cccs3)cc2)ccc1Br
→ -4	-18%	-5%	·	4%	4%	·	4%	5%
[14] CCCCC(=O)NC1(C(F)(F)F)C(=O)Nc2c1c(=O)n(C)c(=O)n2C (stereo not drawn)
→ -1	-4%	-1%	·	14%	-11%	-16	1%	2%
[15] O=C(CSc1ccc(C(F)(F)F)cc1[N+](=O)[O-])N1CCOCC1
→ -8	51%[activator]	-3%	0.5	-15%	5%	-1	12%	1%
[16] CC(=O)c1ccc(NC(=O)C(C)OC(=O)c2ccc3c(c2)nc(C)n3-c2ccccc2)cc1 (stereo not drawn)
→ -5	9%	9%	-0.9	-4%	-3%	-11	5%	-6%
[17] O=C(Nc1cccc([N+](=O)[O-])c1)C12CC3CC(C1)CC(n1cnc([N+](=O)[O-])n1)(C3)C2
→ 1	-10%	-3%	-0.1	2%	-1%	0	1%	0%
[18] O=[N+]([O-])c1ccc2nc(NCCCO)nc(-c3ccccc3)c2c1
→ 3	-26%	-5%	11	?	4%	3	0%	-27%
[19] O=S(=O)(NCC(c1cccnc1)N1CCN(c2ccc(F)cc2)CC1)c1ccc(F)cc1 (stereo not drawn)
→ -6	1%	-3%	0.6	5%	-5%	-25	2%	0%
[20] COc1cccc(OC)c1C(=O)NC(=S)Nc1cc(-c2nc3ccccc3[nH]2)ccc1Cl
→ 0	?	3%	1.3	-32%	-1%	27	7%	-7%
[21] CC(C)c1nnc(NC(=O)CSc2nnc(-c3ccco3)o2)s1
→ -3	2%	1%	5.4	-5%	12%	-10	-23%	-5%
[22] COc1ccc(C(=O)CN2CCN(c3ccc(F)cc3)CC2)cc1OC
→ 11	1%	-1%	-0.4	22%	-3%	2	3%	0%
[23] C=CCn1c(SCC(=O)Nc2ccccc2CC)nnc1-c1ccncc1
→ -1	9%	-4%	-0.5	-24%	-16%	-6	-14%	0%
[24] C[C@@H]1CN([C@H](C)CO)C(=O)c2cc(C#CC(C)(C)O)cnc2O[C@@H]1CN(C)C(=O)C1CC1
→ 0	-13%	-3%	·	·	·	·	8%	-1%
[25] Cc1cc(-c2ccccc2)nc(SC(C(=O)O)c2ccccc2)n1 (stereo not drawn)
→ 1	-2%	-2%	0.0	-8%	-9%	11	3%	1%
[26] S=C(Nc1ccccc1)N(CCN1CCOCC1)Cc1cccc(Cl)c1
→ -4	6%	-6%	0.0	1%	3%	6	-8%	0%
[27] Cc1cccc(NC2SC(=O)N(CC(=O)O)C2=O)c1 (stereo not drawn)
→ 3	13%	0%	-0.3	-4%	·	11	-3%	1%
[28] CCOC(=O)N1CCN(Cc2nc3cc(NC(C)=O)ccc3n2C)CC1
→ -8	?	-2%	0.6	13%	14%	31*	-20%	2%
[29] O=C(CSc1nncn1-c1ccccc1)Nc1ccccc1
→ 0	-2%	-4%	-0.6	-17%	4%	6	-17%	-2%
[30] COc1cccc2cc(C(=O)C3=C(O)C(=O)N(CCN(C)C)C3c3ccc(F)cc3)oc12 (stereo not drawn)
→ 2	-20%	-3%	0.3	-18%	·	-5	-6%	0%
[31] Cn1c(SCC(=O)N2CCCc3ccccc32)ncc(C(=O)Nc2ccc(Cl)cc2)c1=O
→ -5	-2%	-1%	0.6	11%	-4%	·	-5%	0%
[32] COc1ccc([C@H]2N[C@]3(CCCN(Cc4cccn4C)C3=O)[C@H]3C(=O)N(C)C(=O)[C@@H]23)cc1
→ 2	11µM*	0%	·	·	·	·	-1%	-5%
[33] CN1CCN(C2=C(NS(=O)(=O)c3cccs3)C(=O)c3ccccc3C2=O)CC1
→ 38	-13%	-3%	0.5	2%	-2%	-26	-27%	-2%
[34] CC(c1ccco1)N(C(=O)c1ccccc1NS(=O)(=O)c1cccc([N+](=O)[O-])c1)c1ccccn1 (stereo not drawn)
→ 6	·	-6%	0.1	-12%	0%	2	0%	0%
[35] CCN(CC1COc2ccccc2O1)S(=O)(=O)c1ccc(C)cc1 (stereo not drawn)
→ -6	-10%	1%	-0.9	5%	-3%	-2	9%	1%
[36] CCN(CC)c1ccc2ccc(=O)oc2c1
→ -9	-10%	1%	0.5	-13%	7%	-8	-7%	-7%
[37] O=S(=O)(Nc1ccc(N2CCOCC2)cc1)c1ccc(F)cc1F
→ -1	-3%	3%	0.0	11%	-3%	-29	5%	-5%
[38] Cc1cccc(-c2c3c(=O)n(C)c(=O)n(C)c3c3cccnn23)c1
→ -4	0%	-2%	-0.9	17%[11.4 µM]	-13%	-1	-9%	-13%
[39] CCCOc1ccccc1C(=O)N(Cc1ccco1)C1CCS(=O)(=O)C1 (stereo not drawn)
→ -2	0%	-7%	-0.5	-34%[11.4 µM]	-5%	-9	0%	-2%
[40] CCO/C=C1/C(=O)N(C)C(=O)c2cc(OC)ccc21
→ 15	1%	-5%	-0.1	-23%	11%	1	2%	-7%
[41] Cc1ccc2c(c1)N(C(=O)CCC(=O)N1CCCCC1)CCO2
→ 0	40%[activator]	-2%	7.8	-9%	-6%	21	0%	-1%
[42] CC(NC(=O)c1cc(S(=O)(=O)N2CCOCC2)ccc1N1CCCC1)c1ccc(Cl)c(Cl)c1 (stereo not drawn)
→ -4	-19%	-2%	0.8	10%	-2%	12	5%	0%
[43] COc1cccc(/C=N/NC(=O)CCC(=O)Nc2ccc(Br)cc2)c1
→ 0	-2%	-1%	0.7	4%	9%	-2	-8%	3%
[44] COc1cccc(N2CCN(S(=O)(=O)c3cccc4nsnc34)CC2)c1
→ 0	-14%	-5%	-0.4	31%	-2%	-16	6%	0%
[45] COc1ccc(Cl)cc1NC(=O)CN(C)C(=O)c1cccc(-n2cnnn2)c1
→ -11	?	1%	1.3	13%	-1%	17	-2%	0%
[46] Cc1cc(C)c2c(N)c(C(=O)Nc3c(C)n(C)n(-c4ccccc4)c3=O)sc2n1
→ 3	-7%	-1%	-0.6	17%	2%	-1	-19%	-10%
[47] O=C1c2cccc3cc([N+](=O)[O-])cc(c23)C(=O)N1CCN1CCCC1
→ 23	11%	-5%	0.9	-31%	-11%	22	?	-27%
[48] O=C(O)c1cc(N2C(=O)C3C4C=CC(C4)C3C2=O)ccc1NCc1cccnc1 (stereo not drawn)
→ -5	1%	0%	0.8	-31%	2%	8	-1%	0%
[49] CC(C)Oc1ccc(CCc2nnc(SCC(=O)O)n2-c2ccccc2)cc1
→ 4	4%	1%	-0.3	-11%	6%	-3	-16%	1%
[50] O=c1nc(N2CCOCC2)nc(N/N=C/c2ccc3c(c2)OCO3)[nH]1
→ -1	-16%	13%	0.3	0%	-13%	-11	-3%	1%
[51] COc1ccc(OC)c(S(=O)(=O)NNC(=S)Nc2ccc3c(c2)OCO3)c1
→ 3	-7%	5%	0.2	9%	-2%	-5	-9%	0%
